FXIa mix inh: FXIa protease inhibitors in compound pools, primary screen, biochemical, 10-compound mixtures; inhibition, % at 5 µM; AID 680, 2007; 62,000 tested, 0.19% active; Coagulation factor XI (Homo sapiens), P03951; purified FXIa, fluorogenic substrate, pooled mixtures;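 further: each value is inhibition by a whole ten-compound pool holding the compound; 0% = enzyme with no mixture and 100% = wells lacking enzyme; strong numbers were not always called active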
Target sequence (P03951 19-387 limits assumed): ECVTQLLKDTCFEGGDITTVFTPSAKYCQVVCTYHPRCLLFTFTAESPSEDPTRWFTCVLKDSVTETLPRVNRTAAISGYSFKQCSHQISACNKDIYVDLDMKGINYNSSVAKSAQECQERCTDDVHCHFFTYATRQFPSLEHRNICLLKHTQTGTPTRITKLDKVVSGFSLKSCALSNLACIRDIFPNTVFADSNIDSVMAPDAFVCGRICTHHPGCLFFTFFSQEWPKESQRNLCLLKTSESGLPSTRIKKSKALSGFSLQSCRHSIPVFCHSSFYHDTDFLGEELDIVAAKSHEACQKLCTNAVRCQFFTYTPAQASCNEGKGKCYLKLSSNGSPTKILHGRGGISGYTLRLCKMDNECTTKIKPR
Target sequence (P03951 388-625 limits assumed): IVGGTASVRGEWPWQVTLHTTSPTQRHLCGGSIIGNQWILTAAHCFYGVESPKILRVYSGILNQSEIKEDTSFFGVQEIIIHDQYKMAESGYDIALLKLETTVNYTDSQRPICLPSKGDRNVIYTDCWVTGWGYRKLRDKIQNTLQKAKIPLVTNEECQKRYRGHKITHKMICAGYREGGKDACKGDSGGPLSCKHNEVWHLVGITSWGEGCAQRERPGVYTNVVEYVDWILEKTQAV
DUSP1 inh: MKP-1 phosphatase inhibitors, primary screen, biochemical, in vitro; Dual specificity protein phosphatase 1 (Homo sapiens), P28562; recombinant MKP-1, OMFP hydrolysis fluorescence; inhibition, %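 (compounds tested at a single concentration somewhere between 10 and 100 µM)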; 65,000 tested, 0.15% active;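 active means inhibition above about 50%, limit read from the data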;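 further: 0% = DMSO max control wells and 100% = wells with enzyme stopped by NaOH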
Target sequence (P28562 whole entry, looked up): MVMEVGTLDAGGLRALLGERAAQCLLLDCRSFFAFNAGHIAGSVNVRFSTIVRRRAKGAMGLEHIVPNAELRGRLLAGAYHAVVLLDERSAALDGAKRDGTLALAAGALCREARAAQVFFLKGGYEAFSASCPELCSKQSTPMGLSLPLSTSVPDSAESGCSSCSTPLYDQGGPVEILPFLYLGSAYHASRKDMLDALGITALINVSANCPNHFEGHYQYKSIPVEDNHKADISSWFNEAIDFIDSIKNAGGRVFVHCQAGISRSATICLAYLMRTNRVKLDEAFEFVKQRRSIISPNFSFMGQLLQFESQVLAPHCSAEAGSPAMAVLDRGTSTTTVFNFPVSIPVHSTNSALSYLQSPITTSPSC
MMP-13 inhibitor: human MMP13 inhibitors, primary screen, biochemical, FRET peptide cleavage. Collagenase 3 (Homo sapiens), P45452. AID 570, 2006. 65,000 tested, 0.07% active. MMP-13 fTHP FRET cleavage, Mca fluorescence. inhibition, % at 4 µM;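 active means inhibition above the mean of compound-free control plate wells plus 3 SD, cut at about 14% in these data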;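 further: 0% = DMSO wells and 100% = wells with reference MMP-13 inhibitor after basal subtraction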
Hsp90 block: tumor Hsp90 inhibitors, primary screen, cell lysate, fluorescence polarization, NCI-N417 lysate | Heat shock protein HSP 90-alpha (Homo sapiens), P07900 | Cy3B-geldanamycin FP displacement | inhibition, % at 30 µM | 64,000 tested, 0.35% active;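 active means inhibition above 50%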;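 further: 0% = tracer plus lysate wells and 100% = tracer alone without lysate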
A340 absorber: compound light absorbance at 340 nm, profiling panel, artefact control, biochemical, MLSMR library, data from PS, PMK, MK assays | compound absorbance at 340 nm, fold over control | fold change at 10 µM | 65,000 tested, under 10 active | AID 708, 2007;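 active means at 10 µM dose, initial 340 nm absorbance at least 2 fold that of control wells; inactive means change under 2 fold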;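 further: initial absorbance extrapolated from kinetic A340 decline of NADH oxidation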
AP ELISA ortho: alternative complement pathway inhibitors, primary screen, biochemical, ELISA, human serum, orthogonally pooled compounds; inhibition, % at 5 µM; 62,000 tested, 0.08% active; LPS-coated ELISA, C3 deposition; tested in compound mixtures;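 active means inhibition above 30% in each of the two pooled mixtures holding the compound, so the lower value exceeds 30%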;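 further: 0% = serum in Mg-EGTA without compound and 100% = EDTA serum blank; some compounds past the cut are filed as inactive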
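Test system – human serum alternative complement pathway, C3 deposition on LPS-coated wells · Buffer or medium – diluted human serum in Mg2+-EGTA GVB++ · Compound dosing – 5 µM each compound, pools of ten, 50 µM per pool · Schedule – 1 h serum-compound exposure at 37 °C · Measured by – Anti-C3 ELISA, OD 450 nm · Read-out basis – percent inhibition of C3 deposition onto LPS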
JNK3 blocker: JNK3 kinase activity inhibitors, primary screen, biochemical, human, purified enzyme. HTS. inhibition, % at 8 µM. 60,000 tested, 0.61% active. AID 746, 2007; in the data active means inhibition above about 17%;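 further: 0% = DMSO and 100% = reference inhibitor; many of its hits are not listed in these tables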
FXIIa inh mix: human factor XIIa inhibitors, primary screen, biochemical, pooled compound mixtures, fluorogenic substrate; AID 684, 2007; 62,000 tested, 0.2% active; purified FXIIa; Coagulation factor XII (Homo sapiens), P00748; inhibition, % at 5 µM;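 further: 0% = enzyme without compound and 100% = no enzyme blank; some results filed as inactive read as strong as hits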
Cdc25B block: inhibitors of Cdc25B phosphatase catalytic domain, primary screen, biochemical, OMFP fluorescence | M-phase inducer phosphatase 2 (Homo sapiens), P30305 | recombinant Cdc25B, OMFP fluorescence Ex485/Em525 | inhibition, %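 (compounds tested at 10 µM final in the well)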 | 65,000 tested, 0.1% active | AID 368, 2006; in the data active means inhibition above about 50%
* hit, by the source's call; nt = no result given; [ ] = dose if it differs, or a comment. Unless noted, no stated cut-off is given here; in the data, active means inhibition above about 20% (passing the limit was not always enough); inactive means the rest.

Structure	FXIa mix inh	DUSP1 inh	MMP-13 inhibitor	Hsp90 block	A340 absorber	AP ELISA ortho	JNK3 blocker	FXIIa inh mix	Cdc25B block
COC(=O)/C=c1/s/c(=C(/C#N)C(=O)N2CCOCC2)n(-c2ccccc2)c1=O	6	-6	0	-5	1.1	-10	1	0	22
CCOC(=O)N1CCN(C(=O)CCCn2c(=S)[nH]c3ccccc3c2=O)CC1	4	2	0	-8	1.1	14	12	9	-6
CCOC(=O)CSc1nc(-c2cccs2)nc2c1c(=O)n(C)c(=O)n2C	7	16	-1	-1	1.1	9	-4	-16	3
Cc1cc(S(=O)(=O)NCc2ccco2)c(C)s1	3	-31	-1	-1	1	19	3	-12	-9
CCC1(C)OC(=O)N2CCc3c(C)[nH]c4c(C)ccc(c34)C21C (stereo not given)	3	9	1	-1	1	5	-8	0	-11
CCOC(=O)N1CCC(N2CC34C=CC(O3)C(C(=O)Nc3ccc(C(C)C)cc3)C4C2=O)CC1 (stereo not given)	8	13	3	4	1	21	3	-14	-4
Nc1nc(SCC(=O)N2CCc3ccccc3C2)[nH]c(=O)c1-c1ccccc1	5	3	1	-9	1	-5	10	7	3
CCN(CC)S(=O)(=O)c1ccc(NC(=O)c2ccc(NS(C)(=O)=O)cc2)cc1	4	-8	1	-1	1.1	18	3	2	-22
COc1ccc2c(CC(=O)Nc3nnc(C4CC4)s3)coc2c1	5	11	-6	-5	0.99	15	-4	7	-3
CCOC(=O)C1CCN(CC(=O)Nc2c(C(=O)OC)[nH]c3ccccc23)CC1	4	-15	-10	-6	1	6	-6	0	3

Additional entries:
Structure	FXIa mix inh	DUSP1 inh	MMP-13 inhibitor	Hsp90 block	A340 absorber	AP ELISA ortho	JNK3 blocker	FXIIa inh mix	Cdc25B block
CCN1C(=O)/C(=C\N2CCCCCC2)SC1=S	1	0	1	0	1	7	-9	3	-7
COc1ccc(N(CC(=O)O)S(=O)(=O)c2ccc(OC)c(OC)c2)cc1	3	12	nt	0	1	13	nt	4	-5
CCCN1Cc2cccc(C(=O)Nc3ccc(N4CCN(CC)CC4)cc3)c2C1=O	-5	0	-6	0	1	9	-5	2	13
C(=N\c1nc2ccccc2n1CCN1CCOCC1)/c1cccs1	9	-19	-1	-7	1	-1	-4	3	-4
CCOC(=O)C1=C(C)NC(=O)NC1c1ccc2c(c1)OCO2 (stereo not given)	nt	-26	0	-3	1	nt	-9	nt	-20
CCCc1[nH]nc2c1C(c1ccc(OC)cc1OC)C(C#N)=C(N)O2 (stereo not given)	4	32	-5	0	1	32	11	27	-21
O=S(=O)(c1ccc(S(=O)(=O)n2cnc3ccccc32)cc1)N1CCCCCC1	4	5	2	1	0.98	-21	-6	2	0
Cn1c2c(c(=O)n(C)c1=O)C(NC(=O)C(C)(C)C)(C(F)(F)F)C(=O)N2 (stereo not given)	8	-3	4	-1	1	3	-3	-3	25
COc1ccc(OC)c(Nc2cc(C)nc3ccccc23)c1	6	-1	4	-2	1.1	4	3	-18	2
Cc1ccc(-n2ncc3c(N4CCC5(CC4)OCCO5)ncnc32)c(C)c1	4	-1	-4	-1	1	-6	-3	4	-6

Next section, starting with the last 2 of the part before.
Structure	FXIa mix inh	DUSP1 inh	MMP-13 inhibitor	Hsp90 block	A340 absorber	AP ELISA ortho	JNK3 blocker	FXIIa inh mix	Cdc25B block
COc1ccc(OC)c(Nc2cc(C)nc3ccccc23)c1	6	-1	4	-2	1.1	4	3	-18	2
Cc1ccc(-n2ncc3c(N4CCC5(CC4)OCCO5)ncnc32)c(C)c1	4	-1	-4	-1	1	-6	-3	4	-6
CCOC(=O)N1CCN(Cc2nc3c(c(=O)[nH]c(=O)n3C)n2Cc2ccccc2C)CC1	6	27	0	-2	1	14	5	4	-8
O=c1c2ccccc2sc2nc(C3CCCCC3)n(Cc3ccco3)c(=O)c12	4	34	-7	-10	1	2	-5	7	2
CC(C)(C)c1cc(CN(CCO)CCO)cc(C(C)(C)C)c1O	4	-1	2	-4	1	7	-1	4	-13
CNC(=O)Cn1ncc2c(C)n(Cc3ccc(C)cc3)c(C)c2c1=O	3	-3	1	-3	1	7	-2	-15	-3
COc1ccccc1N(C)S(=O)(=O)c1ccc(C(=O)OCC(=O)NCc2ccco2)cc1	6	0	-1	-5	1	0	3	0	-6
O=C(c1cc2c(s1)CCCC2)N1CCN(C(=O)C2CCCO2)CC1 (stereo not given)	-23	0	-1	-4	1	18	3	1	-7
CCN(CC)CCn1c2ccccc2c2cnc(N=CN(C)C)c(C#N)c21	3	17	-24	-6	1.2	19	-7	-7	-30
Cc1nc(N2CCN(C(c3ccccc3)c3ccccc3)CC2)nc2c1C(=O)CCC2	6	-16	4	-1	1	5	2	7	-8
Cc1ccc(C(=O)Nc2ccc3c(c2)OCO3)o1	-23	9	-4	21	1	9	-1	13	-5
COC(=O)Nc1ccc(S(=O)(=O)Nc2ccccc2F)cc1	10	18	-7	0	0.98	9	-6	1	-15

Following part:
Structure	FXIa mix inh	DUSP1 inh	MMP-13 inhibitor	Hsp90 block	A340 absorber	AP ELISA ortho	JNK3 blocker	FXIIa inh mix	Cdc25B block
S=c1nc(-c2ccccc2)n(CCCN2CCOCC2)c2c1CCCC2	8	4	5	nt	1.2	12	nt	-12	-12
CCOC(=O)C(C)Oc1cccc2c(=O)n(CC(=O)NCc3ccco3)ccc12 (stereo not given)	4	22	0	-3	1	16	-5	5	-11
COc1ccc(CC(=O)Nc2ccc(-c3nc4cc(C)ccc4o3)c(O)c2)cc1OC	1	14	-21	-9	1.2	5	-9	2	2
O=C(NCCCN1CCOCC1)c1csc2c1CCCC2	9	3	7	0	0.98	9	7	-1	-12
COc1ccc(N2C(=O)C3C(C2=O)C2C=CC3C23CC3)c(OC)c1 (stereo not given)	nt	-15	3	-4	0.98	nt	1	nt	14
Cc1ccc(-n2c(C)nc3c(cnn3-c3ccc(F)cc3)c2=O)cc1C	-4	0	1	3	0.99	13	-12	-2	13
Fc1ccc(CSc2nc3ncccc3[nH]2)cc1	-6	6	1	-2	1	0	-1	10	-19
Cc1n[nH]c(=O)nc1NCCN(C)C	18	-24	-2	-2	0.95	4	-2	-1	-8
Cn1c(C(=O)NCCCN2CCCCC2)cc2sccc21	1	-1	-3	2	0.99	-4	-8	8	-22
Cc1ccccc1OCC(=O)Nc1ccc(N2CCN(S(C)(=O)=O)CC2)cc1	5	10	-18	1	1	-15	-8	4	3

The list goes on:
Structure	FXIa mix inh	DUSP1 inh	MMP-13 inhibitor	Hsp90 block	A340 absorber	AP ELISA ortho	JNK3 blocker	FXIIa inh mix	Cdc25B block
Cc1cc(C)n2c(SCC(=O)N(C)C3CCS(=O)(=O)C3)nnc2n1 (stereo not given)	1	-16	-4	-4	0.99	-13	0	1	-14
O=S(=O)(Nc1ccc2c(c1)OCCO2)c1ccc(Br)s1	nt	-11	0	-4	1	nt	3	nt	-1
CC(=O)Nc1ccc2[nH]c3ccccc3c2c1	-3	-12	-3	-5	1	11	-17	5	-12
COc1cc(NC(=O)c2ccc(S(=O)(=O)N(C)C)cc2)cc(OC)c1OC	9	14	-9	-1	1	17	-4	-8	3
C=CCN(CC=C)S(=O)(=O)c1ccc(F)cc1	4	4	2	-1	1	1	-3	-6	-7
COc1ccc(N2CCn3c2nc2c3c(=O)n(CCN3CCOCC3)c(=O)n2C)cc1	1	-4	0	-2	1	6	-7	-19	4
O=C1NCCN1C(=O)c1ccco1	7	-5	1	-3	0.97	28	2	3	14
Cc1cc(C(=O)OCC(=O)Nc2ccc(S(=O)(=O)N3CCOCC3)cc2)c(C)o1	13	3	3	-5	1	10	-3	-2	-9
COc1ccc2cc(C3(C)NC(=O)NC3=O)ccc2c1 (stereo not given)	3	-1	-2	-3	1	4	-1	6	5
Cc1ccccc1Nc1nc(N)nc(CSCc2c(C)noc2C)n1	1	5	6	0	1	-11	-13	8	0

Going on with the list:
Structure	FXIa mix inh	DUSP1 inh	MMP-13 inhibitor	Hsp90 block	A340 absorber	AP ELISA ortho	JNK3 blocker	FXIIa inh mix	Cdc25B block
COc1ccc(S(=O)(=O)N(C)CC(=O)Nc2ccccc2C(F)(F)F)cc1OC	1	0	1	0	1	8	-7	-2	-11
CC1(C)Cc2c(sc3c2C2=NCCN2C=N3)CO1	-2	-13	2	-3	1	-8	2	9	-22
CC(=O)Nc1c(-c2ccccc2)nc2ncccn12	-22	8	-96[fluorescence artefact?]	3	1.1	22	0	20	3
N#CCCN(Cc1cccnc1)C(=O)Nc1ccc(Cl)c(Cl)c1	6	10	2	-6	0.98	9	-7	11	9
CCOC(=O)N1CCN(C2=Nc3cccc4cccc2c34)CC1	6	-4	-1	-9	1	8	-1	6	-30
CC(CCc1ccccc1)NC(=O)C1CCN(C(=O)c2sccc2-n2cccc2)CC1 (stereo not given)	6	7	5	-2	1	7	4	-2	-17
O=C(Cn1cc2c(n1)CCCC2)NCCc1ccccc1	5	-3	-4	0	0.98	7	2	1	-2
CC1(C)OC(=O)C(C(c2ccccc2)C(C#N)C(N)=O)=C(O)O1 (stereo not given)	10	-13	-1	-4	1	11	1	11	-2
O=C(O)c1c[nH]c2ccc(S(=O)(=O)N3CCOCC3)cc12	nt	-14	0	-9	1	nt	-1	nt	-33
COC(=O)c1nc2n(n1)C(c1ccc(OC)c(OC)c1OC)C1=C(CCCC1=O)N2 (stereo not given)	3	7	0	-1	1.1	15	2	1	9
Cc1cc(NC(=O)CSc2nc3c(c(=O)n(C)c(=O)n3C)n2C(C)C)no1	6	1	-6	4	1.1	9	0	8	-3
COc1cccc(CNC(=O)C2CCN(S(=O)(=O)c3cccc4cccnc34)CC2)c1	3	3	1	-2	1	13	-3	32	-3

High-throughput results: PubChem BioAssay, several laboratories
